Source: PubChem (National Center for Advancing Translational Sciences (NCATS))
BAZ2B inh: qHTS Assay for Inhibitors of BAZ2B; Bromodomain adjacent to zinc finger domain protein 2B (Homo sapiens), Q9UIF8; AlphaScreen BAZ2B-H3K14Ac peptide displacement; Potency, µM (top dose mostly 114 µM), for the others: at the top dose activity change, negative = inhibition, actives largely listed as inhibitors; 360,000 tested, 4.4% active; AID 504333, 2011; also: % is scaled to controls: 0 for no effect and ±100 for the full control effect; nearly all actives have a fitted effect of over 60% in size
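In this displacement format the biotinylated H3(5-23) peptide acetylated at Lys14 serves as ligand at 50 nM, with BAZ2B at 50 nM in PBS pH 7.4 containing 0.01% Tween-20. Donor and acceptor beads are 10 ug/mL final.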
Pol kappa inh: qHTS for Inhibitors of Polymerase Kappa; purified Pol kappa, fluorescent DNA synthesis assay, 10 min; Potency, µM (series often up to 107 µM), without a hit: at the highest dose activity, negative = inhibition, most hits filed as inhibitors; 400,000 tested, 0.53% active; also: % is scaled to controls: 0 for no effect and ±100 for the full control effect
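Activity was followed as the change in fluorescence between reads at 0 and 10 min after starting the reaction with 50 nM substrate. Beforehand, 10 nM polymerase had been preincubated with compound for 15 min at room temperature.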
JMJD2A Tudor inh: qHTS Assay for Inhibitors of JMJD2A-Tudor Domain. Potency, µM (series often up to 114 µM), inactives show top-dose activity change, negative = inhibition, actives largely listed as inhibitors. Lysine-specific demethylase 4A (Homo sapiens), O75164. AID 504339, 2011. 390,000 tested, 4.4% active. AlphaScreen JMJD2A-Tudor / H3K4me3 peptide binding; also: % is scaled to controls: 0 for no effect and ±100 for the full control effect; nearly all actives have a fitted effect of over 50% in size
BLM inh: qHTS Assay for Inhibitors of Bloom's syndrome helicase (BLM); 350,000 tested, 0.2% active; RecQ-like DNA helicase BLM (Homo sapiens), P54132; AID 2528, 2010; Potency, µM (series often up to 56.1 µM), for inactives: at the highest dose activity change, negative = inhibition, most hits filed as inhibitors; recombinant BLM DNA unwinding, fluorescence dequenching;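 also: plate controls were vehicle for no effect and no enzyme for full effect; nearly all actives have a fitted effect of over 35% in size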
POLH inh: qHTS for Inhibitors of Polymerase Eta; recombinant Pol eta, fluorescent DNA replication assay; Potency, µM (highest dose often 114 µM), inactives show at the highest dose activity change, negative = inhibition, actives largely listed as inhibitors; 390,000 tested, 1.2% active; DNA polymerase eta (Homo sapiens), Q9Y253; also: % is scaled to controls: 0 for no effect and ±100 for the full control effect
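Pol eta (10 nM) was preincubated with compounds for 15 min at room temperature, after which fluorescent replication substrate (50 nM final) was added to start the reaction. Fluorescence was read kinetically at 0 and 10 min.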
POLI inh: qHTS for Inhibitors of Polymerase Iota; DNA polymerase iota (Homo sapiens), Q9UNA4; Pol iota fluorescent replication assay, 10 min; Potency, µM (highest dose often 115 µM), without a hit: at the top dose activity, negative = inhibition, actives largely listed as inhibitors; 390,000 tested, 1% active; AID 588590, 2011
Target sequence (Q9UNA4 whole entry, looked up): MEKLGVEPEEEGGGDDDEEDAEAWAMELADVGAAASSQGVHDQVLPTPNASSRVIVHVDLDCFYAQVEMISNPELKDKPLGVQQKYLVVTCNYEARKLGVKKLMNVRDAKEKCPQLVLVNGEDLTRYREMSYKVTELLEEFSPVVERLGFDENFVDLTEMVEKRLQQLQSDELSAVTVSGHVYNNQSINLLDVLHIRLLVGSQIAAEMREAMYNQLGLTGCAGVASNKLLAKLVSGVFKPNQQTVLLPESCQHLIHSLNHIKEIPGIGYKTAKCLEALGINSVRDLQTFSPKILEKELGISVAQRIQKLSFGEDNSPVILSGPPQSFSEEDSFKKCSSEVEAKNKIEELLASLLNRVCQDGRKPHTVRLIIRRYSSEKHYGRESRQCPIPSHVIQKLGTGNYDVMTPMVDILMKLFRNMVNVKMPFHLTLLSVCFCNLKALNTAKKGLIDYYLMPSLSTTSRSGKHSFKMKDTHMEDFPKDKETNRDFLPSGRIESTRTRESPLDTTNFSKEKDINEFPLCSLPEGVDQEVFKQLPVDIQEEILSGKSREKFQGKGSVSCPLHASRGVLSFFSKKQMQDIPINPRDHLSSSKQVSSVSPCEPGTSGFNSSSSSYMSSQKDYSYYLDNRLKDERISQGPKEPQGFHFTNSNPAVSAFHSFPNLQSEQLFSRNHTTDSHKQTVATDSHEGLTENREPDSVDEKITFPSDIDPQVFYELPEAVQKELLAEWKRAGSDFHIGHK
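Pol iota at 10 nM preincubated 15 min with compounds at room temperature; reaction started with fluorescent substrate, 50 nM final. Fluorescence read kinetically at 0 and 10 min; buffer-only wells as negative control.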
G9a inh: qHTS Assay for Inhibitors of Histone Lysine Methyltransferase G9a. Histone-lysine N-methyltransferase EHMT2 (Homo sapiens), Q96KQ7. G9a H3K9 monomethylation, AlphaScreen, 2 h. Potency, µM (top dose mostly 102 µM), for the others: at the highest dose activity, negative = inhibition, actives largely listed as inhibitors. 350,000 tested, 8.8% active. AID 504332, 2011; also: % is scaled to controls: 0 for no effect and ±100 for the full control effect; nearly all actives have a fitted effect of over 75% in size
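Enzyme 20 nM + cpd, 15 min RT; add b-H3K9 pep 500 nM / SAM 20 uM; 2 h RT; anti-H3K9me1 Ab 0.5 ug/mL + SA donor / anti-rabbit acceptor beads 20 ug/mL each, 10 min; AlphaScreen read.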
APEX1 inh: qHTS Assay for Inhibitors of the Human Apurinic/apyrimidinic Endonuclease 1 (APE1); DNA repair nuclease/redox regulator APEX1 (Homo sapiens), P27695; recombinant APE1, TAMRA/BHQ-2 abasic DNA cleavage fluorescence; Potency, µM (highest dose often 65.8 µM), without a hit: at the top dose activity change, negative = inhibition, usual class: inhibitors; 350,000 tested, 0.35% active; AID 2517, 2012;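 also: plate controls were vehicle for no effect and reference inhibitor for full effect; nearly all actives have a fitted effect of over 55% in size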
Target sequence (P27695 whole entry, looked up): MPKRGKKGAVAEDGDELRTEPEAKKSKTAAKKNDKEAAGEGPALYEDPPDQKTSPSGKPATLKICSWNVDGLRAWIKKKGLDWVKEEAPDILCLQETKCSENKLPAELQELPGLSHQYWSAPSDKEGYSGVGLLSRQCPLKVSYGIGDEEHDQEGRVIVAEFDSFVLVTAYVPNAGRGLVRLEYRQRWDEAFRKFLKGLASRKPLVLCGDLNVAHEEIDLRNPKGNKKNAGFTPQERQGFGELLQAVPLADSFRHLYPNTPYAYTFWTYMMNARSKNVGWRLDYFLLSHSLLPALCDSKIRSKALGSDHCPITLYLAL
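Enzyme (0.75 nM final) and test compound are incubated 15 min at room temperature before adding 50 nM quenched THF abasic-site duplex. Cleavage dequenches TAMRA, followed at 525/598 nm over three reads one minute apart.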
POLB inh: qHTS Assay for Inhibitors of DNA Polymerase Beta; P06746; Pol beta primer extension/strand displacement, fluorescence kinetic; Potency, µM (titrated, usually from 114 µM), inactives show at the highest dose activity change, negative = inhibition, most hits filed as inhibitors; 340,000 tested, 1.3% active; also: % is scaled to controls: 0 for no effect and ±100 for the full control effect
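Kinetic readout of DNA synthesis with strand displacement by Pol beta. Compound and 10 nM enzyme sit 15 min at room temperature; 50 nM substrate starts the reaction, read immediately and at 10 min.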
Active calls of the source: *; u = inconclusive; x = no result given; [ ] = another dose, or the depositor's remark. Calls follow the shape of the dose curve; as a rule, active = well fitted curve in the direction sought with a large enough effect; inconclusive = small, poorly fitted or top-dose-only effect, or another doubt; inactive = no such curve, though single readings can be large; an effect the other way counts as inactive or inconclusive. Potency is read from the fitted curve at half-maximal effect. Some of the compounds tested; the hit share may differ from the screen's.

SMILES	BAZ2B inh	Pol kappa inh	JMJD2A Tudor inh	BLM inh	POLH inh	POLI inh	G9a inh	APEX1 inh	POLB inh
COc1ccc(-c2cc(N)n(S(=O)(=O)c3ccc(C)cc3)n2)c(OC)c1	6%	-16%	-23%	1%	u	15%	10%	-6%	11%
O=C(O)/C=C/c1ccc(S(=O)(=O)N2CCCCCC2)cc1	x	7%	1%	3%	-10%	-24%	-31%	-3%	-19%
CCCCN(C)C(=O)c1nc2ccccn2c1CN1CCC[C@H]1CO	-5%	-2%	-6%	1%	-4%	10%	51%[activator]	1%	7%
O=C(N/N=C/c1ccncc1)c1cc(Br)ccc1OCc1ccccc1	9%	3%	0%	-7%	-4%	44%[activator]	-5%[59 µM]	-1%	u
Cc1ccc(NC(=O)CNCc2ccccn2)cc1S(=O)(=O)N(C)C	25µM*	0%	56µM*	-1%	-17%	6%	-15%	2%	-25%
COc1cc(NS(=O)(=O)c2ccc3c(c2)OCC(C(=O)N2CCCC2)O3)cc(OC)c1 (configuration not stated)	-12%	-3%	-25%	1%	-17%	8%	10%[59 µM]	x	u
COC(=O)c1cccc(NC(=O)c2cccs2)c1C	6%	-2%	-4%	-3%	7%	8%	-30%[59 µM]	19%	9%
COc1ccc(C(=O)C2CCCN(Cc3c(O)cccc3OC)C2)cc1OC (configuration not stated)	-7%	1%	-14%	4%	-20%	-3%	14%	38%	12%
CC(C)(C)[C@H]1C=C(C(=O)Nc2ccccc2)O[C@@H](OCc2ccc(CO)cc2)C1	-11%	-11%	-27%	-11%	-12%	-17%	10%[59 µM]	-5%	2%
O=C(Cn1c(N2CCN(C/C=C/c3ccccc3)CC2)nc2ccccc21)c1ccccc1	u	x	x	-1%	x	x	u	-1%	-21%
CN1Cc2c(N3CCOCC3)nc(SCc3ccccc3)c(C#N)c2CC1(C)C	-37%	-16%	u	-5%	-5%	-8%	u	6%	0%
Cc1ccc2c(C(=O)CN3CCCCC3CCO)c(C)[nH]c2c1 (configuration not stated)	8%	-7%	-21%	-4%	-15%	23%	u	0%	3%
CO/N=C/NC(=O)N1OC[C@@H]2COc3ccc4ccccc4c3[C@@H]21	-4%	-16%	-14%	-4%	-7%	4%	-3%	-1%	22%
CCC(=O)Nc1ccccc1-c1nc2ccccc2n(CC(=O)Nc2ccccc2OC)c1=O	-2%	2%	3%	-1%	8%	6%	-10%[59 µM]	x	4%
O=C(Oc1cccc(OC(=O)c2ccco2)c1)c1ccco1	-32%	-6%	5%	-3%	-7%	14%	86%[activator]	58%[activator]	10%
O=C(NCC(c1cccs1)N1CCOCC1)c1ccc(OCc2ccccc2)cc1 (configuration not stated)	-19%	-12%	-14%	x	-4%	-14%	15%[2.33 µM]	13%	x
Cc1ccc(N(CC(=O)NC2CCCCCC2)S(=O)(=O)c2c(C)nn(C)c2C)cc1	3%	-21%	1%	-4%	-4%	16%	0%	1%	35%
CC(C)(C)n1ncc2c(=O)n(Cc3ccccc3Br)cnc21	13%	-17%	12%	x	-11%	16%	-1%[0.501 µM]	-5%	x
O=C1CC(Sc2cccs2)C(=O)N1c1ccccc1 (configuration not stated)	-1%	-2%	1%	-7%	-18%	34%[activator]	x	14%	-4%
CCCCC(=O)Nc1cnc(NC(=O)c2ccco2)cc1C	-11%	6%	-1%	-3%	-20%	47%[activator]	-11%	-9%	31%
Fc1cccc(F)c1/C=N/NC(=S)Nc1cccnc1	-11%	-3%	-9%	0%	-15%	67%[activator]	15%	12%	34%
C/C(NC1CCCCC1)=C(/C#N)C(=O)NCCN1CCOCC1	-3%	-11%	-9%	0%	-19%	-3%	-3%	-2%	7%
COc1ccc(CC(=O)N/N=C(\C)CC(=O)Nc2ccc3c(c2)OCCO3)cc1	-12%	-1%	u	-1%	-17%	150%[activator]	1%[12.7 µM]	62%	8%
COc1cc(C2C3=C(CCCC3=O)Nc3ccc4ncccc4c32)ccc1O (configuration not stated)	-3%	-5%	-11%	-5%	-16%	29%	-44%	-5%	38%
CCc1ccc2[nH]c(=O)c(CN(CCCN3CCOCC3)C(=O)Nc3ccc(F)cc3)cc2c1	-3%	-14%	-22%	1%	-14%	9%	-38%[2.33 µM]	1%	-4%
COc1ccc2nc(C)cc(SCC(=O)Nc3c(C)cccc3C)c2c1	3%	6%	-32%	-2%	-3%	7%	4%[59 µM]	5%	-24%
Cc1c(C(=O)N/N=C/c2ccncc2)nnn1-c1nonc1N	11%	-5%	2%	x	-28%	45%[activator]	-25%	-13%	x
CN(C)CCCNC(=O)CCc1nc2ccccc2c(=O)[nH]1	3%	-2%	-5%	0%	-9%	3%	-1%	-2%	20%
O=S(=O)(c1cccs1)N1CCN(CC(O)COc2cccc(Br)c2)CC1 (configuration not stated)	79µM*	-17%	3.2µM*	-2%	-14%	32%[activator]	u	-3%	0%
COc1cc(C(=O)Nc2nnc(SC)s2)c([N+](=O)[O-])cc1OC	-20%	-5%	-14%	-6%	-5%	-2%	32µM*	-2%	16%

2 compounds drawn at random from those above, as already listed:
SMILES	BAZ2B inh	Pol kappa inh	JMJD2A Tudor inh	BLM inh	POLH inh	POLI inh	G9a inh	APEX1 inh	POLB inh
O=S(=O)(c1cccs1)N1CCN(CC(O)COc2cccc(Br)c2)CC1 (configuration not stated)	79µM*	-17%	3.2µM*	-2%	-14%	32%[activator]	u	-3%	0%
Fc1cccc(F)c1/C=N/NC(=S)Nc1cccnc1	-11%	-3%	-9%	0%	-15%	67%[activator]	15%	12%	34%

BAZ2B inh: what is marked active above.
SMILES	BAZ2B inh	Pol kappa inh	JMJD2A Tudor inh	BLM inh	POLH inh	POLI inh	G9a inh	APEX1 inh	POLB inh
Cc1ccc(NC(=O)CNCc2ccccn2)cc1S(=O)(=O)N(C)C	25µM*	0%	56µM*	-1%	-17%	6%	-15%	2%	-25%
O=S(=O)(c1cccs1)N1CCN(CC(O)COc2cccc(Br)c2)CC1 (configuration not stated)	79µM*	-17%	3.2µM*	-2%	-14%	32%[activator]	u	-3%	0%

The list continues.
SMILES	BAZ2B inh	Pol kappa inh	JMJD2A Tudor inh	BLM inh	POLH inh	POLI inh	G9a inh	APEX1 inh	POLB inh
Cc1ccc2nc(CN3CCN(S(=O)(=O)c4ccc(C(C)C)cc4)CC3)oc2c1	-19%	1%[60.1 µM]	-17%	-5%	-16%	12%	-1%[59 µM]	x	-5%
COc1ccc(OC)c(NS(=O)(=O)c2ccc3[nH]c4c(c3c2)CCCCC4)c1	u	1%	u	-15%	-9%	1%	-36%[59 µM]	x	16%
CCCN1CCN(S(=O)(=O)c2cn(C)nc2C)CC1	-1%	-5%	-3%	1%	-12%	42%[activator]	x	1%	7%
O=C(CSc1nncs1)NCCNC(=O)CSc1nncs1	-4%	-1%	-11%	x	5%	10%	-42%[0.501 µM]	-5%	x
O=C1CC(N2CCN(C(c3ccccc3)c3ccccc3)CC2)C(=O)N1 (configuration not stated)	0%	-5%	-3%	-1%	-20%	-6%	u	-2%	16%
COc1ccc(-n2nc(C)cc2Nc2ccccc2C(=O)O)cc1	-3%	-15%	-19%	-3%	-21%	-10%	0%[59 µM]	-3%	-24%
N#Cc1ccc(C(c2nnnn2CCc2ccccc2)N2CCCCCC2)cc1 (configuration not stated)	13%	-2%	-19%	-6%	-3%	7%	-8%[59 µM]	-7%	-13%
COc1cc(OC)c2c(-c3cccc(-c4cccc(N)c4)c3)cc(=O)oc2c1	x	-5%	u	-6%[75.6 µM]	-14%	0%	u	u	x
Cc1ccc(-n2c(=O)c3c(c4cc(C)ccc4n3C)n(Cc3ccc(F)cc3)c2=O)cc1	35%[activator]	8%	-20%	1%	-17%	26%	25%[59 µM]	x	6%
O=C(COC(=O)c1ccc([N+](=O)[O-])o1)NC1CCS(=O)(=O)C1 (configuration not stated)	-5%	-16%	2%	4%	45µM*	63µM*	14%[59 µM]	1%	0%
Cn1ccnc1SCC(=O)Nc1ccc2c(c1)COC2=O	-5%	-23%	-18%	-12%	u	u	9%[59 µM]	u	u
COC(=O)CSc1nnc(NC(=O)c2ccc3c(c2)OCO3)s1	-6%	-7%	-6%	1%	-5%	-15%	32µM*	7%	u
O=C1Nc2c(Br)cccc2C1=O	x	1%	-1%	x	u	u	x	12%	x
O=C(NCCC1=CCCCC1)c1cc(S(=O)(=O)N2CCOCC2)ccc1Cl	13%	-8%	-9%	x	-4%	11%	20%[0.501 µM]	-9%	x
CC[C@H](C)[C@H](NC(=O)OCc1ccccc1)C(=O)OCC(=O)Nc1ccc(N2CCOCC2)cc1	u	-8%	-31%	x	-17%	32%[activator]	-23%[2.33 µM]	13%	x
CCc1ccc2[nH]c(O)c(N=Nc3nc(-c4ccccc4)cs3)c2c1	u	-21%	-31%[57.1 µM]	-10%	-20%	-5%	-7%	1%	-14%
COc1ccc(C)cc1NC(=O)CN(C)C1CCCCC1	4%	-3%	9%	-3%	-17%	5%	21%	27%	32%
COc1ccccc1NC(=S)N(Cc1ccco1)Cc1cc2cc(C)ccc2[nH]c1=O	11%	-5%	7%	2%	-15%	34%[activator]	19%[59 µM]	0%	4%
CC(C)=CCC[C@](C)(O[C@@H]1O[C@H](CO)[C@@H](O)[C@H](O)[C@H]1O)[C@H]1CC[C@]2(C)[C@@H]1[C@H](O)C[C@@H]1[C@@]3(C)CC[C@H](O[C@@H]4O[C@H](CO)[C@@H](O)[C@H](O)[C@H]4O[C@@H]4O[C@H](CO)[C@@H](O)[C@H](O)[C@H]4O)C(C)(C)[C@@H]3[C@@H](O)C[C@]12C	x	-10%[60.1 µM]	x	5%	x	x	31%[59 µM]	1%	x
COC(=O)c1ccc(Oc2nc3c(c(=O)n(C)c(=O)n3C)n2Cc2ccc(Cl)c(Cl)c2)cc1	-2%	2%	-14%	0%	2%	6%	2%[59 µM]	x	7%
